From PubChem
PI5P4Ka inh – inhibitors of human PI5P4K alpha | P48426 | PI5P4Kalpha enzyme, ADP-Glo luminescence, 60 min; stronger effect = lower value | max response, % | 330,000 compounds, 1.2% hits | AID 652105; active means max response of -50% or lower; inconclusive means between -30% and -50%; inactive means -30% or higher; further: value at the top dose of about 77 µM; on the % scale 0 is the no-effect control and ±100 the full control effect
Target sequence (P48426 whole entry, looked up): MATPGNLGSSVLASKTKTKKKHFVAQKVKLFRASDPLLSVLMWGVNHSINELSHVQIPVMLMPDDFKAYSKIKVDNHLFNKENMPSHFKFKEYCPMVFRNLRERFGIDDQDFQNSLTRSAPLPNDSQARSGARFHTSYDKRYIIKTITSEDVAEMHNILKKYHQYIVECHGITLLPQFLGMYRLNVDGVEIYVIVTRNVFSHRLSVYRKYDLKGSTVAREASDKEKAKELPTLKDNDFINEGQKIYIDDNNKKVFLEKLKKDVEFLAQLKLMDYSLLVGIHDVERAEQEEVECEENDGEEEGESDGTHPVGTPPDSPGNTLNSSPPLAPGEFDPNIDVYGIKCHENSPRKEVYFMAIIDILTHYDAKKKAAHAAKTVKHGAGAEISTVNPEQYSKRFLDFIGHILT
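Luminescence from ADP-Glo served as readout of PI5P4Kalpha activity in a qHTS format. Reaction: enzyme, substrate, compound, ATP at 5 microM final, 60 min at RT.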
IL2 activator – IL-2 activation | 360,000 compounds, 0.065% hits | activation, % (series mostly up to about 46 µM) | IL-2 activation reporter assay, cell-based qHTS; stimulated with anti-CD3/CD4/CD28 beads; in transgenic mouse T cells; in the data active means activation above about 50%; inconclusive means mostly about 30% to 49%; further: 0% is about no effect
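First, unstimulated transgenic mouse T cells were exposed to compound for 60 min. Next, anti-CD3/anti-CD4-coated beads with anti-CD28 were added. Finally, after 18 h at 37 degrees C, EGFP and DsRed were imaged.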
EPAC1 antagonist – blocks human EPAC1 exchange factor | O95398 | EPAC1 GEF assay, Rap1b-BODIPY-GDP exchange fluorescence | Potency, µM (series often up to 115 µM), inactives show top-dose activity change, negative = inhibition, usual class: inhibitors | 360,000 compounds, 0.14% hits | AID 720709;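 further: potency means the concentration at half of the fitted maximal effect; plate controls were vehicle for no effect and positive control for full effect; nearly all actives have a fitted effect of over 50% in size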
aSyn rescue – rescues yeast growth from alpha-synuclein toxicity; Yeast expressing alpha-synuclein, growth rescue, BacTiter-Glo, 24 h; Potency, µM (top dose mostly 46.1 µM), without a hit: at the top dose growth rescue (activation), hits mostly activators; 370,000 compounds, 0.14% hits; AID 652106; further: potency means the concentration at half of the fitted maximal effect; % of control where 0% means no effect; nearly all actives have a fitted effect of over 65% in size
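Screening used galactose-induced yeast with toxic alpha-synuclein levels, exposed to compound for 24 hr at 30 deg C. Cell growth, read with BacTiter-Glo luminescence, gave the measured signal.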
Abeta yeast res – A-beta toxicity reversal in yeast | yeast expressing A-beta42, growth rescue, OD600, 48 h; response scale: 0% DMSO, 100% iron-clioquinol control | Potency, µM (highest dose often 46.1 µM), without a hit: top-dose growth rescue, usual class: activators | 410,000 compounds, 0.063% hits; further: potency means the concentration at half of the fitted maximal effect; nearly all actives have a fitted effect of over 55% in size
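Growth rescue measured by 600 nm absorbance after 48 h yeast culture at 30 C with compound. Values normalized between DMSO and an equimolar ferric chloride plus clioquinol control.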
PLK1 PBD inh – inhibitors of human PLK1 polo-box domain binding. Plk1 PBD binding of FITC phosphopeptide, fluorescence polarization. Potency, µM, without a hit: max response, negative = inhibition, actives largely listed as inhibitors. 360,000 compounds, 2.8% hits; further: potency means the concentration at half of the fitted maximal effect; series mostly up to about 57 µM; on the % scale 0 is the no-effect control and ±100 the full control effect; nearly all actives have a fitted effect of over 65% in size
Target sequence (P53350 whole entry, looked up, the tested form may be a part): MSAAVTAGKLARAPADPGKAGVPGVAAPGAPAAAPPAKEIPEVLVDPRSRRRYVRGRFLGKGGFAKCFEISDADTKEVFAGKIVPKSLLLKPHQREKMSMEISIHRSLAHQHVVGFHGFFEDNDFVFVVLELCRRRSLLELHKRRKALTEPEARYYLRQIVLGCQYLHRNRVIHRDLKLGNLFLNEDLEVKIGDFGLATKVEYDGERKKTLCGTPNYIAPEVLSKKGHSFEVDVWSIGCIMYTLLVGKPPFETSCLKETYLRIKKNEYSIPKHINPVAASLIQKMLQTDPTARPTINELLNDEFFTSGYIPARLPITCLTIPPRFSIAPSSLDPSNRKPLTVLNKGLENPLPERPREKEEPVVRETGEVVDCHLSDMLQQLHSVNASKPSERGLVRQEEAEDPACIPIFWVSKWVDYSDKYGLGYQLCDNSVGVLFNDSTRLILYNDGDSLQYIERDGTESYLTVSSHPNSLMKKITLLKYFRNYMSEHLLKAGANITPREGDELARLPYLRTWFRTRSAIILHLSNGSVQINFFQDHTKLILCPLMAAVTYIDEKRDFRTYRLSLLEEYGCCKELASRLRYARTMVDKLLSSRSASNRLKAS
WRN inhibitor – WRN helicase (human) inhibition. Q14191. WRN helicase unwinding, fluorescent forked duplex, kinetic. Potency, µM (top dose mostly 114 µM), inactives show at the top dose activity change, negative = inhibition, hits mostly inhibitors. 360,000 compounds, 0.46% hits. AID 651768; further: potency means the concentration at half of the fitted maximal effect; on the % scale 0 is the no-effect control and ±100 the full control effect; nearly all actives have a fitted effect of over 55% in size
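Fluorescence dequenching readout, ex 525 nm/em 598 nm, kinetic mode: forked duplex DNA (100 nM final) with adjacent fluorophore and quencher unwound by WRN (20 nM final) with 2 mM ATP. Compound preincubation 15 min, room temperature.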
EPAC1 agonist – agonists of human EPAC1 | O95398 | EPAC1 agonist qHTS, biochemical assay; response scale: 100% = response to 6.5 mM cAMP | Potency, µM (highest dose often 154 µM), without a hit: top-dose activation, actives largely listed as activators | 360,000 compounds, 0.073% hits | AID 720707; further: potency means the concentration at half of the fitted maximal effect; nearly all actives have a fitted effect of over 60% in size
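Compounds were pinned as a concentration titration into mixtures of EPAC1 (100 nM), BODIPY-GDP-loaded Rap1B (250 nM) and GDP (50 uM). After 5 min at room temperature, fluorescence was followed for 30 min; activity was scaled to 6.5 mM cAMP.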
FUS yeast rescue – FUS proteinopathy suppression in yeast; 390,000 compounds, 0.24% hits; S. cerevisiae FUS-expressing, growth rescue, OD600, 24 h; Potency, µM (titrated, usually from 76.6 µM), inactives show at the top dose growth rescue (activation), usual class: activators;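 further: potency means the concentration at half of the fitted maximal effect; plate controls were DMSO vehicle for no effect and reference control for full effect; nearly all actives have a fitted effect of over 55% in size; some results filed as inactive show a strong effect at the top dose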
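Restored growth of FUS-toxic S. cerevisiae, read as 600 nm absorbance after 24 h at 30C in galactose medium (starting OD 0.005). Controls CP55940 and DMSO.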
Active calls of the source: *; ? = inconclusive; . = not tested or not shown; [ ] = another dose, or the depositor's remark. Unless noted, the call rests on the fitted dose curve; in most records, active means well fitted curve in the direction sought with a large enough effect; inconclusive means small, poorly fitted or top-dose-only effect, or another doubt; inactive means no such curve, though single readings can be large; an effect the other way counts as inactive or inconclusive.

Results follow in this order: PI5P4Ka inh	IL2 activator	EPAC1 antagonist	aSyn rescue	Abeta yeast res	PLK1 PBD inh	WRN inhibitor	EPAC1 agonist	FUS yeast rescue
1) COc1cc(-c2nnc(SCC(=O)NC3CCCC3)n2C)cc(OC)c1O
    1	-1.7	1%	0%	4%	5%	-1%	1%	20%
2) COc1ccc([N+](=O)[O-])cc1C(=O)NC1CCN(Cc2ccccc2)CC1
    8	-0.5	14%	0%	-2%	6%	5%	4%	-29%
3) Cc1noc(C)c1NC(=O)Nc1cccc2c1O[C@H](CN(C)C(=O)NC1CCCCC1)[C@@H](C)CN([C@H](C)CO)C2=O
    0	-0.3	-4%	-17%	3%	-12%	-8%	8%	0%
4) COc1ccc(Cl)cc1NC(=O)CCN1CCN(c2ccccc2C)CC1
    .	-1.0	12%	0%	18%	2%	1%	-2%	5%
5) CN(/N=C/c1ccncc1)C1=NS(=O)(=O)c2ccccc21
    -3	0.0	8%	-6%	-3%	-12%	-22%	13%	23%
6) CSc1nc2nc(C)c(CCC(=O)OCC(=O)Nc3ccc(F)cc3)c(C)n2n1
    2	-0.5	10%	-1%	-2%	0%	-5%	7%	16%
7) CC(C)CC(=O)Nc1ccnc(-c2ccncc2)n1
    4	0.4	4%	-9%	-2%	-17%	3%	2%	-26%
8) Cc1cc(-c2ccccc2)c2c(=O)n(-c3ccccc3)[nH]c2n1
    -4	0.4	1%	0%	0%	-5%	1%	8%	-5%
9) COc1ccc(C2N=C(Nc3ccc(C)cc3)Nc3nc(C)cc(=O)n32)cc1 (configuration not stated)
    0	0.8	-6%	-2%	-1%	-2%	-5%	-4%	?
10) COC(C[C@@H]1O[C@@H]1C(=O)[C@@H](C)OCc1ccccc1)OC
    -1	0.4	-12%	-2%	-5%	-10%	0%	-10%	-20%
11) COc1ccc(C(=O)NCC2CCCO2)cc1 (configuration not stated)
    1	0.0	4%	-3%	6%	-4%	?	2%	1%
12) CN1CCN(c2ccc(S(=O)(=O)N3CCOCC3)cc2NC(=O)CCc2ccccc2)CC1
    -1	3.1	9%	0%	10%	2%	-13%	-3%	-17%
13) O=C(O)c1cccc(N/N=C/c2cn(-c3ccccc3)nc2-c2cccs2)c1
    -18	1.9	-17%	1%	-17%	?	?	3%	20%
14) O=C(CSc1nnnn1C1CCCC1)NCCc1ccccc1
    4	2.9	17%	-1%	-6%	5%	2%	0%	-13%
15) COc1ccc(Cc2nnc(NC(=O)C3CCCO3)s2)cc1OC (configuration not stated)
    0	-1.2	-21%	2%	27%	?	-2%	3%	1%
16) COc1ccc(N2CCN(C(=O)Cn3cncn3)CC2)cc1
    -9	3.9	6%	-6%	15%	-13%	-1%	2%	14%
17) C[C@@]12CCC3[C@@](CCC4[C@@]3(C)CCC[C@@]4(C)C(=O)NCc3ccccc3)(CC1=O)C2 (some centres not stated)
    4	-0.5	-6%	-8%	-22%	-13%	1%	1%	35%
18) Cc1ccsc1C(=O)N1CCC1(C)C(=O)Nc1cccc(C#N)c1 (configuration not stated)
    2	-0.2	-15%	1%	-10%	0%	-4%	-14%	-11%
19) COc1ccc(S(=O)(=O)N2CCOCC2)cc1NC(=O)c1ccc(S(=O)(=O)N(C)c2ccccc2OC)cc1
    5	0.5	0%	0%	2%	-2%	-1%	17%	-1%
20) C=C(C)c1cccc(C(C)(C)NC(=O)Nc2ccc(C(N)=O)cc2)c1
    -1	0.0	-6%	2%	-9%	-9%	0%	1%	31%

Next section
Results follow in this order: PI5P4Ka inh	IL2 activator	EPAC1 antagonist	aSyn rescue	Abeta yeast res	PLK1 PBD inh	WRN inhibitor	EPAC1 agonist	FUS yeast rescue
21) CCc1nc(Nc2ccccc2F)c2oc3ccccc3c2n1
    11	-0.4	1%	-10%	0%	-10%	0%	1%	27%
22) O=C(NCc1ccc(F)cc1)c1cc(C2CCCCN2C(=O)c2ccccn2)on1 (configuration not stated)
    -11	0.1	1%	4%	-19%	-4%	-1%	-6%	9%
23) CCn1nc(C(=O)OCC(=O)NCCN2C(=O)CSC2=O)c2ccccc2c1=O
    -2	-2.1	-6%	3%	14%	-8%	-8%	-8%	2%
24) O=C(COC(=O)c1cccc([N+](=O)[O-])c1)NCC1CCCO1 (configuration not stated)
    -11	-1.4	3%	-1%	1%	27µM*	3%	8%	2%
25) CC(C)n1c(=O)[nH]c(=O)n1C(C)C
    2	0.6	-14%	-7%	-2%	-19%	6%	-4%	-11%
26) NS(=O)(=O)c1ccc(NS(=O)(=O)c2ccc(C3CNC(=O)C3)cc2)cc1 (configuration not stated)
    7	-1.3	-29%	7%	-13%	30µM*	7%	4%	20%
27) CC(=O)c1ccc(N2CCN(CC(=O)Nc3ccccc3C(=O)NC3CC3)CC2)c(F)c1
    -2	-0.5	-6%	-1%	4%	-12%	2%	7%	-10%
28) CCN(CC)C(=O)Oc1ccc(NC(C)=O)cc1
    .	-2.5	-1%	9%	13%	-7%	10%	-1%	4%
29) Nc1ncnc(NCc2ccccc2)c1[N+](=O)[O-]
    7	0.0	0%	0%	-8%	-10%	6%	2%	-16%
30) CCOC(=O)C(C(=O)NCc1cccc(OC)c1)c1ncc(C(F)(F)F)cc1Cl (configuration not stated)
    -2	-3.6	-7%	9%	18%	-4%	-15%[57.1 µM]	-9%	-11%
31) COC(=O)c1nnn(-c2ccc(F)c(Cl)c2)c1C(=O)OC
    3	-1.6	-7%	5%	-21%	-1%	-19%[57.1 µM]	4%	7%
32) COc1cc(/C=C2\SC(=O)N(CCNC(=O)c3cnc(C)cn3)C2=O)cc(OC)c1OC
    -11	-0.4	13%	0%	-1%	-4%	-22%	5%	-8%
33) CCCc1nnc(NC(=O)CN2C(=O)C3C4C=CC(C4)C3C2=O)s1 (configuration not stated)
    .	-2.6	0%	5%	16%	-6%	-1%	2%	13%
34) Cc1ccc(C(=O)OCC(=O)NC2CCCC2)cc1C
    2	2.0	?	0%	-1%	-10%	1%	-4%	34%
35) O=C(Nc1nc(-c2ccc(F)cc2)cs1)C1CCCO1 (configuration not stated)
    3	-0.5	-7%	2%	11%	-4%	4%	4%	1%
36) O=C1CC(N2CCN(c3ccccc3F)CC2)C(=O)N1c1ccc2c(c1)OCCO2 (configuration not stated)
    -1	-3.9	12%	2%	-1%	-7%	48%[activator]	0%	4%
37) Cc1ccc(Nc2nnc(SCC(=O)c3ccc(O)cc3O)s2)cc1
    -56*	1.2	?	-7%	10%	-26%	-17%	7%	41%
38) CC1(c2ccccc2)CC(C)(C)N(C(=O)C2CCCO2)c2ccccc21 (configuration not stated)
    .	-2.5	-2%	-15%	-36%[inhibitor]	-3%	-18%	12%	19%
39) COc1ccc(N2CCN(C(=O)COC(=O)c3ccc(-n4nc(C)cc4C)cc3)CC2)cc1
    7	0.0	-12%	-1%	4%	-9%	-1%	4%	28%
40) Cc1cc(C)n(CC(=O)NNC(=O)CC(C)c2ccccc2)n1 (configuration not stated)
    13	0.3	-12%	-10%	-22%	-12%	11%	-6%	-6%

An excerpt from above, reduced to PLK1 PBD inh, IL2 activator and Abeta yeast res:
nr | smiles | PLK1 PBD inh | IL2 activator | Abeta yeast res
23 | CCn1nc(C(=O)OCC(=O)NCCN2C(=O)CSC2=O)c2ccccc2c1=O | -8% | -2.1 | 14%
24 | O=C(COC(=O)c1cccc([N+](=O)[O-])c1)NCC1CCCO1 (configuration not stated) | 27µM* | -1.4 | 1%

Remaining list, next part:
Results follow in this order: PI5P4Ka inh	IL2 activator	EPAC1 antagonist	aSyn rescue	Abeta yeast res	PLK1 PBD inh	WRN inhibitor	EPAC1 agonist	FUS yeast rescue
41) Cc1ccc(N2CCN(C(=O)N3CCOCC3)CC2)cc1C
    -9	1.5	-15%	-7%	-4%	-12%	5%	0%	12%
42) O=C(COC(=O)c1ccc(OC(F)F)cc1)NCC1CCCO1 (configuration not stated)
    -16	-2.2	17%	-5%	4%	-3%	5%	5%	-11%
43) COc1ccc(Cl)cc1C(=O)NNC(=O)c1[nH]c(C)c(C(C)=O)c1C
    8	-5.3	-2%	-5%	0%	-3%	-6%	0%	.
44) CCCN1Cc2cccc(C(=O)NC(CC(=O)OCC)c3ccc(OCC)c(OC)c3)c2C1=O (configuration not stated)
    5	-3.2	-20%	-4%	-3%	-17%	-6%	-9%	?
45) Cc1cc(C)c2c(n1)sc1c(O)cc(=O)[nH]c12
    .	-2.8	-6%	1%	-2%	-8%	?	7%	?
46) O=C(Nc1nnc([C@H]2C[C@H](O)[C@@H](CO)O2)s1)c1ccc(Oc2ccccc2)cc1
    -21	0.5	-7%	-1%	-8%	-2%	5%[57.1 µM]	-11%	13%
47) CC(CC(=O)Nc1ccccc1C(F)(F)F)c1ccccc1 (configuration not stated)
    3	0.3	-13%	1%	30%	-9%	-2%	4%	-8%
48) COC(=O)c1cc(NC(=O)C2CC=CCC2C(=O)O)cc(C(=O)OC)c1 (configuration not stated)
    -3	-0.6	-14%	1%	5%	-14%	-5%	6%	3%
49) O=C(Cc1ccccc1)Nc1ccc(N2CCOCC2)cc1N1CCOCC1
    0	-0.9	-2%	6%	14%	0%	0%	4%	-5%
50) O=C(CSc1nnc(COc2ccc(Cl)cc2Cl)o1)Nc1ccccn1
    6	2.7	-19%	0%	23%	-21%	-26%	-20%	9%
51) O=[N+]([O-])c1ccc(S(=O)(=O)Nc2ccccn2)cc1
    7	-0.6	2%	7%	18%	6%	1%	-4%	-5%
52) CC(=O)Nc1nc(C)c(-c2csc(Nc3ccc(S(N)(=O)=O)cc3)n2)s1
    -8	-2.4	-13%	0%	-1%	-1%	-6%	13%	5%
